# Assay outcomes (PubChem)
# All columns: NCI-60 one-dose screen, growth in % after 48 h at 10 µM unless noted; 100 = growth as untreated, 0 = no growth, -100 = all killed.
# CCRF-CEM – CCRF-CEM leukemia; actives 7% (n = 77,000); AID 1794778
# EKVX – EKVX NSCLC; actives 3% (n = 71,000); AID 1794765
# MOLT-4 – MOLT-4 leukemia cells. actives 6.9% (n = 80,000)
# HOP-62 – HOP-62 NSCLC; actives 3.9% (n = 80,000)
# HOP-92 – HOP-92 NSCLC cells; actives 6.3% (n = 71,000); AID 1794738
# M14 – M14 melanoma. actives 6.2% (n = 80,000). AID 1794745
# RPMI-8226 – RPMI-8226 leukemia cells; actives 7.5% (n = 77,000)
# A549/ATCC – A549/ATCC NSCLC | actives 3.7% (n = 81,000)
# Starred values were filed as active, the others as inactive; . = no result given; [ ] = another dose, or the depositor's remark. How the source made its calls: active means growth percent below 10; inactive means the rest. The order is random, and some 13% of all compounds hit somewhere here.
SMILES,CCRF-CEM,EKVX,MOLT-4,HOP-62,HOP-92,M14,RPMI-8226,A549/ATCC
O=C(C(=O)N1CCOCC1)c1ccc(O[C@H]2O[C@H](CO)[C@@H](O)[C@H](O)[C@@H]2O)cc1,109,116,103,111,102,99,97,106
CC(=O)NC(C)(C)C(=O)N1CCC[C@H]1C(=O)NC(C)(C)C(=O)N[C@@H](C)C(=O)NC(C)(C)C(=O)NC(C)(C)C(=O)N[C@@H](CCC(N)=O)C(=O)NC(C)(C)C(=O)N[C@H](C(=O)NC(C)(C)C(=O)NCC(=O)N[C@@H](CC(C)C)C(=O)NC(C)(C)C(=O)N1CCC[C@H]1C(=O)N[C@H](C(=O)NC(C)(C)C(=O)NC(C)(C)C(=O)N[C@@H](CCC(N)=O)C(=O)N[C@@H](CCC(N)=O)C(=O)N[C@H](CO)Cc1ccccc1)C(C)C)C(C)C,36[4.25 µM],65[4.25 µM],36[4.25 µM],41[4.25 µM],-10*[4.25 µM],51[4.25 µM],-17*[4.25 µM],27[4.25 µM]
CCC1SC(=S)N(CCc2ccc(OC)c(OC)c2)C1=O (centres undefined),97,104,105,108,96,103,60,108
CCCCC(C=O)(CC)CCC#N (centres undefined),98,103,95,92,103,106,102,106
CCCCCCCCCCCCCCCCCC1OCC(COC(=O)O[C@]2(CC)C(=O)OCc3c2cc2n(c3=O)Cc3cc4ccccc4nc3-2)O1 (some centres undefined),29,92,43,53,93,75,.,78
O=C1NC(=C(Cl)Cl)/C(=N/S(=O)(=O)N2CCCC2C2(C(F)(F)F)N=N2)N1 (centres undefined),105,102,103,103,96,.,104,105
Cc1ccc(C)c(NC(c2ccc(OC(F)F)c(OCC3CC3)c2)c2nnnn2C2CCCCC2)c1 (centres undefined),.,96,92,101,102,103,46,91
Nc1cnc(Nc2ccc(OCCN3CCCC3)cc2)nc1N1Cc2ccccc2NC1=O,116,98,94,97,99,100,121,97
O=C1NC(=O)C(=Cc2cn(Cc3cccc4ccccc34)c3ccccc23)C(=O)N1,81,103,89,91,.,78,74,92
C1CC[N+]2(CC1)CC[N+]1(CCCCC1)CC2,.,.,100,108,.,101,97,104
Cc1ccc(Nc2nc(N)[nH]c(=O)c2N=O)cc1C,.,95,88,93,52,61,49,109
Cc1cc(Cl)ccc1NC(=O)/N=C1\NC(=O)CS1,91,.,90,100,100,98,91,101
Cc1ccc2c(c1)/C(=C/c1sc(=S)[nH]c1O)C(C(=O)O)=N2,65,.,89,88,110,97,94,96
COc1ccc(-c2nnc(COc3ccccc3Cl)o2)cc1,90,95,92,89,90,100,94,88
NC(CCC(=O)O)CC(=O)O (centres undefined),90,108,108,105,92,102,96,110
COc1ccc(Oc2ccc(/C=C/C(=O)c3cc4ccccc4oc3=O)cc2)cc1,28,95,58,86,58,91,60,95
COc1cc2c3c(n(CCCNC4CCC4)c(=O)c2cc1OC)-c1cc2c(cc1C3=O)OCO2,-6.1*,-38*,.,-72*,88,-78*,-39*,-51*
NC(=O)OC[C@H](N)C(=O)O,99[20 µM],102[20 µM],101[20 µM],97[20 µM],93[20 µM],101[20 µM],103[20 µM],94[20 µM]
COc1ccc(-c2nn(C(=O)NCCN3CCOCC3)cc2-c2ccncc2)cc1Cl,93,92,102,87,36,89,.,105
C=C(C)[C@@H]1CC[C@]2(NC(=O)Nc3ccccn3)CC[C@]3(C)[C@H](CC[C@@H]4[C@@]5(C)CCC(=O)C(C)(C)[C@@H]5CC[C@]43C)[C@@H]12,83,78,72,89,44,95,76,68

# Sorted by number of heavy atoms (highest first): part of the list above.
SMILES,CCRF-CEM,EKVX,MOLT-4,HOP-62,HOP-92,M14,RPMI-8226,A549/ATCC
C=C(C)[C@@H]1CC[C@]2(NC(=O)Nc3ccccn3)CC[C@]3(C)[C@H](CC[C@@H]4[C@@]5(C)CCC(=O)C(C)(C)[C@@H]5CC[C@]43C)[C@@H]12,83,78,72,89,44,95,76,68
COc1cc2c3c(n(CCCNC4CCC4)c(=O)c2cc1OC)-c1cc2c(cc1C3=O)OCO2,-6.1*,-38*,.,-72*,88,-78*,-39*,-51*
CCCCC(C=O)(CC)CCC#N (centres undefined),98,103,95,92,103,106,102,106

# Remaining list, next part.
SMILES,CCRF-CEM,EKVX,MOLT-4,HOP-62,HOP-92,M14,RPMI-8226,A549/ATCC
NC(=O)CCCCC(N)=O,105,112,102,110,85,103,105,109
CC(=O)Nc1cc2c(O)c(N=Nc3ccc(C(=O)Nc4ccc(N=Nc5ccc(S(=O)(=O)O)cc5)cc4)cc3)c(S(=O)(=O)O)cc2cc1S(=O)(=O)O,86,92,98,113,107,107,99,96
CCCCCCCOc1nc2c(c(=O)n(C)c(=O)n2C)n1C,100,102,97,103,.,102,97,99
O=[N+]([O-])c1ccc(N=Nc2ccccc2)cc1,39,106,79,96,94,102,98,89
O=C(CCCOc1ccc(Cl)cc1Cl)OCCOc1ccc(Cl)cc1Cl,97,101,97,93,109,92,107,100
CC(=O)Nc1nc(C)c(CCC2OCCO2)c(Cl)n1,101,85,113,94,113,.,105,98
Cc1cc(NS(=O)(=O)c2ccc(-c3cnc(C4CC4)o3)cc2)ccc1I,19,43,41,44,62,25,.,48
CCOc1cc2c(cc1OCC)C(c1cc(OC)c(O)c(OC)c1)NCC2 (centres undefined),103,99,105,93,90,107,106,98
Cc1ccc(CSc2nc(-c3ccc(F)cc3)c(C#N)c(N3CCNCC3)n2)cc1,104,104,121,103,116,111,106,98
CCCCN1C(=O)CC(SC2CC(=O)N(CCCC)C2=O)C1=O (centres undefined),97,99,103,106,98,113,100,119
CC(=O)N[C@H](C(=O)N[C@@H](CCCNC(=N)N)C(=O)N[C@@H](CCCCN)C(=O)N[C@@H](CCCNC(=N)N)C(=O)NC(C(=O)N[C@@H](CC(C)C)C(=O)N[C@@H](CCCNC(=N)N)C(=O)N[C@@]1(C)CCC/C=C\CCC[C@@](C)(C(=O)N[C@@H](CCCNC(=N)N)C(=O)N[C@@H](CCC(=O)O)C(=O)N[C@@H](CC(C)C)C(=O)N[C@H](C(=O)N[C@@H](CCC(=O)O)C(N)=O)C(C)C)NC(=O)[C@H](CCC(N)=O)NC(=O)[C@H](CC(C)C)NC(=O)[C@H](CC(C)C)NC1=O)[C@@H](C)O)C(C)C (some centres undefined),.,0.7*,33,-43*,-76*,-61*,-11*,28
O=C(O)c1c[nH]c(=O)cc1O,101,99,87,93,93,103,104,90
CCCCCN(CCCCC)CC(O)CN1CCCc2ccccc21 (centres undefined),82,88,78,76,.,72,80,92
CC1OC(O[C@H]2/C=C/C=C/C=C/C=C/C=C/C=C/C=C/[C@H](C)[C@@H](O)[C@@H](C)[C@H](C)OC(=O)CC(O)CC(O)CCC(O)C(O)CC(O)C[C@]3(O)C[C@H](O)C(C(=O)O)C(C2)O3)C(O)[C@H](N)C1O (some centres undefined),37,-14*,.,-82*,19,16,.,-90*
CCNCCCC(C)Nc1cc(OC)cc2cccnc12 (centres undefined),108,105,83,89,.,91,93,92
COc1cc2[nH]c(C(=O)c3cc(OC)c(OC)c(OC)c3)c(N)c2cc1C#Cc1ccccc1,72,.,84,83,65,79,67,91
Cc1c(-c2c(Cl)cccc2Cl)noc1CN(C)C,112,102,110,111,120,104,116,101
COc1cc(-n2cc(C#N)c(N)c2C(=O)c2ccc(Cl)cc2Cl)cc(OC)c1OC,110,99,102,90,111,112,111,103
N#Cc1c(-c2ccccc2)nc2c(c(-c3ccccc3)nn2-c2ccccc2)c1-c1ccc(N2CCOCC2)cc1,65,103,63,95,86,92,76,77
COc1ccc(C2N(c3ccc([N+](=O)[O-])cc3)N=C(C(C)=O)N2[C@H]2[C@H](OC(C)=O)O[C@H](COC(C)=O)[C@@H](OC(C)=O)[C@@H]2OC(C)=O)cc1 (some centres undefined),89,73,63,101,65,92,50,81

# Quoted from the listing:
# Cc1c(-c2c(Cl)cccc2Cl)noc1CN(C)C | MOLT-4 = 110
# CC(=O)Nc1cc2c(O)c(N=Nc3ccc(C(=O)Nc4ccc(N=Nc5ccc(S(=O)(=O)O)cc5)cc4)cc3)c(S(=O)(=O)O)cc2cc1S(=O)(=O)O | EKVX = 92

# More records.
SMILES,CCRF-CEM,EKVX,MOLT-4,HOP-62,HOP-92,M14,RPMI-8226,A549/ATCC
C#CCOC(=O)CNC(=O)[C@@]1(C)CC[C@]2(C)CC[C@]3(C)C(=CC(=O)[C@@H]4[C@@]5(C)CCC(=O)C(C)(C)[C@@H]5CC[C@]43C)[C@@H]2C1,97,107,90,107,122,103,104,92
C#CC1(OCC2CN(c3ccccc3)C(=O)O2)CCCCC1 (centres undefined),.,.,90,95,85,99,85,.
O=C1Nc2ccccc2/C1=C\c1nc(C2CCN(S(=O)(=O)c3ccc(F)cc3)CC2)n2ccccc12,95,63,100,48,.,62,94,68
CCCCCCCCCCOC(=O)N1C(=O)NC(=O)C1c1ccccc1 (centres undefined),99,98,124,112,.,105,99,95
CCCCCCCC/C=C\CCCCCCCCOc1ccccc1CC(=O)NCC[N+]1(C)CCCC1,39,93,65,81,.,.,.,75
O=S(=O)(O)c1cccc(Nc2ccc3ccccc3c2)c1,96,105,95,84,75,93,96,94
C=C1[C@H](OC(=O)C(C)C)[C@@H](OC(C)=O)[C@@H](OC(=O)c2cccnc2)C(C)(C)/C=C/[C@@H](C)C(=O)[C@@]2(O)C[C@H](C)[C@H](OC(=O)CC)[C@@H]2[C@H]1OC(C)=O,85,99,93,85,58,90,110,89
CC/C(=C(/c1ccc(O)cc1)c1ccc(OCCCN(C)C)cc1)c1ccc(Cl)cc1,119,110,107,101,116,101,113,92
CC(=O)c1ccc(Nc2nc(NCCO)nc(Nc3ccc(Cl)cc3)n2)cc1,89,80,84,100,86,114,89,86
COc1ccc(-c2c[nH]c(C(=O)NCCCO)c2-c2cc(OC)c3c(c2OC)OCO3)cc1,.,95,102,103,94,97,93,96
COc1ccc(-c2nn(-c3ccccc3)cc2/C=C/C(=O)OCc2cn(-c3ccc(F)c(Cl)c3)nn2)cc1,101,101,71,78,101,98,75,92
Clc1ccc(Nc2n[nH]c(-c3ccccc3)n2)cc1,103,97,94,104,95,104,109,106
O=C1CCN(CCCN2CCC(=O)N(Cc3ccccc3)C2=S)C(=S)N1Cc1ccccc1,95,84,74,88,.,109,78,91
O=C1CCC23OC=CC2C2(Nc4ccccc4NC2=O)c2cc(Cl)ccc2N13 (centres undefined),117,102,98,103,125,98,105,106
C[N+]1(CCC[N+]2(C)C[C@@H]3[C@H](C2)[C@@H]2C=C[C@H]3C2)CCOCC1 (some centres undefined),110,118,108,94,.,108,106,111
COc1cc(C2C(C(=O)OCc3ccccc3)=C(C)NC(C)=C2C(=O)OCc2ccccc2)cc(OC)c1OC,11,32,-9.9*,51,-4.7*,22,-0.5*,23
CCCCn1c(C)nc2ccc(Nc3nc(N4CCN(C)CC4)nc4nc[nH]c34)cc21,91,97,87,91,65,107,88,94
COc1ccc(C2CC(c3cc(OC)c(OC)c(OC)c3)=NN2c2ccc(S(N)(=O)=O)cc2)cc1 (centres undefined),41,.,.,67,28,65,4.3*,44
O=c1c2ccccc2nc(COc2ccccc2)n1NCc1ccc([N+](=O)[O-])cc1,101,94,91,98,93,100,92,97
COc1c(C(C)=O)c(OCCCCOc2c(C(C)=O)c(OC)c3ccoc3c2OC)c(OC)c2occc12,58,57,36,117,57,99,47,65

# Laid out differently: 3 of the compounds above.
compound | CCRF-CEM | EKVX | MOLT-4 | HOP-62 | HOP-92 | M14 | RPMI-8226 | A549/ATCC
O=C1CCC23OC=CC2C2(Nc4ccccc4NC2=O)c2cc(Cl)ccc2N13 (centres undefined) | 117 | 102 | 98 | 103 | 125 | 98 | 105 | 106
C[N+]1(CCC[N+]2(C)C[C@@H]3[C@H](C2)[C@@H]2C=C[C@H]3C2)CCOCC1 (some centres undefined) | 110 | 118 | 108 | 94 | . | 108 | 106 | 111
C#CC1(OCC2CN(c3ccccc3)C(=O)O2)CCCCC1 (centres undefined) | . | . | 90 | 95 | 85 | 99 | 85 | .

# Following part:
SMILES,CCRF-CEM,EKVX,MOLT-4,HOP-62,HOP-92,M14,RPMI-8226,A549/ATCC
CC1CC(C)C2C(C1)C(=O)C(C)C1C(C)CC(C)C(C(C)O[C@H]3OC(CO)[C@H](O)C(O[C@@H]4OC(CO)[C@@H](O)C(O)[C@@H]4O)[C@H]3O)OC(=O)C12 (some centres undefined),103,.,97,96,92,103,93,107
CCOC(=O)c1c(N/C=C/C(=O)c2cc3cc(Br)ccc3oc2=O)sc2c1CCCC2,72,88,62,85,129,116,92,104
Cc1cccc(NC(=O)Nc2cccc(C)c2)c1,107,100,100,103,104,105,107,95
CC(O)c1ccc[n+]([O-])c1 (centres undefined),90,103,99,.,87,97,104,102
CCOC(=O)C1=C(N)N(c2ccc(Cl)cc2)C2=C(C(=O)CC(C)(C)C2)C1c1ccccc1OC (centres undefined),44,56,11,94,88,51,27,48
N#Cc1c(-c2cccs2)cc(-c2cnccn2)nc1SCC(=O)Nc1ccc(F)cc1,118,73,103,85,101,106,125,91
N/C(=N\OC(=O)c1ccccc1)C(C(=O)NOC(=O)c1ccccc1)C1CCCCC1 (centres undefined),30,67,56,-7.0*,.,75,41,1.5*
Cc1nc2ccc(CN(C)c3ccc(C(=O)N[C@@H](CCC(=O)O)C(=O)O)s3)cc2c(=O)[nH]1,33,73,26,29,.,22,57,60
CC(=O)Nc1c(Cl)cc(N)cc1Cl,99,97,92,112,.,104,105,91
O=C1/C(=C/c2ccc([N+](=O)[O-])cc2)Oc2cc(O)ccc21,87,107,95,111,125,104,104,97
CN(C)C(=S)Oc1ccccc1C1SCCS1,96,.,92,106,74,101,93,101
O=[N+]([O-])c1ccc2[nH]c3nccc(NCc4cccc(Cl)c4)c3c2c1,80,51,76,11,93,83,83,59
CCCNC(=O)c1sc2ncnc(Oc3ccc(NC(=O)Nc4cccc(OC)c4)cc3)c2c1C,.,84,75,.,.,89,.,78
CC(C)(C)Oc1ccc(OC[C@@H]2Cc3cc(F)ccc3CN2C(=O)c2cccc3ccccc23)cc1,51,.,40,78,48,64,41,53
[O-]c1c[n+](-c2ccc(Cl)cc2)no1,111,103,102,91,84,104,101,108
